HepG2 viability: counter-screen for TGF-b inhibitors: cytotoxicity in HepG2 cells | HepG2 CAGA-GFP viability, ATP luminescence, 18 h | Potency, µM (doses to about 46.1 µM), inactives show at the highest dose activity change, negative = cytotoxicity, usual class: cytotoxic | 0.76% of 410,000 active | AID 588856; note: potency is the fitted concentration of half-maximal effect; some results filed as inactive show a strong effect at the top dose
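CellTiter-Glo luminescence gave cytotoxicity after 18 hours at 37 degrees C. The cells were HepG2 CAGA-GFP in 1% FBS DMEM, stimulated with 500 pg/mL TGF-beta after compound addition. %Activity was normalised to no-cell wells (complete cell-killing) and DMSO (no toxicity), and curves were fitted and classified.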
TGFb inhibitor: blocks TGF-b signaling; 1.2% of 410,000 active; Potency, µM (series often up to 46.1 µM), for the others: at the highest dose activity, negative = inhibition, usual class: inhibitors; HepG2 CAGA-GFP TGF-b/SMAD3 reporter, GFP fluorescence, 18 h; TGF-beta stimulated, 500 pg/mL final; note: potency is the fitted concentration of half-maximal effect; % is set by controls: 0 for no effect and ±100 for the full control effect; nearly all actives have a fitted effect of over 65% in size
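HEPG2 CAGA-GFP cells (1000/well, DMEM with 1% FBS) were pre-incubated 2 h at 37 degrees C, given compound by pin tool, then stimulated with TGF-beta at 500 pg/mL final for 18 h before per-cell GFP fluorescence imaging.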
Nrf2 inh: inhibitors of Nrf2 signaling; A549 ARE-Fluc reporter, luciferase luminescence, 18-24 h; Potency, µM (top dose mostly 46 µM), without a hit: top-dose activity change, negative = inhibition, most hits filed as inhibitors; 2.1% of 360,000 active; AID 504444; note: potency is the fitted concentration of half-maximal effect; % is set by controls: 0 for no effect and ±100 for the full control effect; nearly all actives have a fitted effect of over 60% in size
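A549 ARE_Fluc cells, 5000/well, 5% FBS OPTI-MEM; compounds in dose-response, 18-24 h at 37 °C/5% CO2; CellTiter-Fluor viability read (Ex 405/Em 525), then BugLite luciferase luminescence = Nrf2 activity.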
pAkt inh: Akt phosphorylation inhibition. Neuro2A IGF-stimulated pAkt S473 HTRF, 20 min; active compounds read low. activity change, % for hits at 50 µM. 0.32% of 360,000 active; in the data active = activity change below about -80%; inconclusive = mostly about -51% to -80%; note: % is set by controls: 0 for no effect and ±100 for the full control effect
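Single-point screen (50 µM final compound) in Neuro2A cells stimulated 20 min with 6 nM IGF at 37 deg C. After lysis, Ser473-phosphorylated Akt read by HTRF (ex 330 nm, em 615/665 nm) as the 665/615 ratio.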
CCT modulator: modulators of cytosolic chaperonin (CCT/TRiC) activity | purified chaperonin ATPase assay, HTRF ADP detection, 30 min | activity change, % (no concentration beside the values), hits read low | 0.3% of 360,000 active; in the data active = activity change below about -30%; note: % is set by controls: 0 for no effect and ±100 for the full control effect
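Nucleotide hydrolysis assay: TRiC at 20–40 nM final (set by batch activity) with 10 uM ATP, 30 min at 37 °C, in presence of 76 uM compound. Detection by competitive ADP HTRF, 30 min ambient.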
Nrf2 ARE act: Nrf2 pathway activation; 0.31% of 410,000 active; Potency, µM (highest dose often 46.1 µM), for inactives: at the top dose activation, actives largely listed as activators; AREc32 ARE-luciferase reporter (MCF7-derived line), luminescence, 24 h; note: potency is the fitted concentration of half-maximal effect; % of control where 0% means no effect; nearly all actives have a fitted effect of over 65% in size
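Steps: seed AREc32_Fluc cells (1000/well, 5% FBS OPTI-MEM); incubate overnight at 37 deg C; add 23 nL compound; incubate 24 hr; add Steady-Glo; hold 30 min RT; read luminescence.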
A549 viability: A549 cytotoxicity, counter-screen for Nrf2 inhibitors. A549 ARE-Fluc cells, CellTiter-Fluor viability, 18-24 h. Potency, µM (series often up to 46 µM), for the others: at the highest dose activity change, negative = cytotoxicity, most hits filed as inhibitors. 0.16% of 390,000 active. AID 504648; note: potency is the fitted concentration of half-maximal effect; % is set by controls: 0 for no effect and ±100 for the full control effect
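A549 ARE-Fluc cells in 5% FBS OPTI-MEM, 5000 cells/well, rested 2 h then exposed to compounds in concentration-response for 18-24 h at 37 °C. Viability by CellTiter-Fluor fluorescence (Ex 405/Em 525) after 30 min; luciferase luminescence (BugLite, 15 min, RT) read afterwards.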
MmCpn inh: inhibitors of Methanococcus maripaludis chaperonin (MmCpn); Potency, µM (doses to about 76.9 µM), without a hit: at the highest dose activity, negative = inhibition, hits mostly inhibitors; 0.031% of 330,000 active; purified Mm-Cpn ATPase, ADP Transcreener TR-FRET; note: potency is the fitted concentration of half-maximal effect; % is set by controls: 0 for no effect and ±100 for the full control effect; nearly all actives have a fitted effect of over 80% in size
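Eu-cryptate anti-ADP/ADP-d2 competition gives a ratio inversely related to ADP. Enzyme at 25 nM was pre-exposed to compound for 10 min, then given 10 uM ATP for 30 min, 37°C throughout.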
ATXN viability: viability counter-screen for ATXN expression inhibitors; 0.49% of 400,000 active; S2 cells (HEK-293 line with an ATXN2-luciferase reporter) viability, CellTiter-Fluor protease fluorescence, 24 h; AID 651635; Potency, µM (highest dose often 56.7 µM), hits mostly cytotoxic; note: potency is the fitted concentration of half-maximal effect; nearly all actives have a fitted effect of over 40% in size
Active calls of the source: *; i = inactive; ? = inconclusive; . = no result given; & = joins results of further samples; [ ] = dose if it differs, or a comment. Unless noted, calls come from the whole dose curve; as a rule, active = well fitted curve in the direction sought with a large enough effect; inconclusive = small, poorly fitted or top-dose-only effect, or another doubt; inactive = no such curve, though single readings can be large; an effect the other way counts as inactive or inconclusive.

SMILES	HepG2 viability	TGFb inhibitor	Nrf2 inh	pAkt inh	CCT modulator	Nrf2 ARE act	A549 viability	MmCpn inh	ATXN viability
O=c1[nH]c2ccc(S(=O)(=O)NCc3ccccc3)cc2[nH]1	7%	7%	-7%	i	0.7	0.1%	-3%	0%	i
O=C(Nc1ccc(F)cc1F)N1CCCN(CCOc2ccccc2)CC1	-1%	-8%	-25%	i	0.6	-0.1%	-7%	3%	i
O=C(COc1ccc2ccc(=O)oc2c1)Nc1ccc(CN2CCOCC2)cc1	1%	6%	1%	i	-0.7	0.0%	-1%	-3%	i
O=C1NC[C@@H](CCCCN2CCN(CCc3ccc(O)cc3)C(=O)C2=O)N(Cc2ccccc2)C1=O	.	.	.	i	0.7	-0.5%	.	.	i
Cc1ccc(S(=O)(=O)CC(=O)N2CCN(c3ccccc3F)CC2)cc1	3%	-2%	9%	i	0.5	-0.2%	11%	0%	i
Cc1nc(SCC(=O)N2CCN(c3ccccc3)CC2)c2oc3ccccc3c2n1	-3%	-25%	.	i	0.1	0.3%	-24%	-2%	?
C=CCc1cc(C)ccc1OCCCn1ccnc1	-3%	-5%	-2%	i	-1.6	0.1%	-1%	-1%	i
Cc1cc2ccccc2n1CCNC(=O)c1ccc(Br)cc1	-17%	?	-20%	.	.	1.3%	1%	.	i
Cc1ccc(Nc2nc3ccccc3s2)c(C)c1	-14%	-31%	?	i	-1.1	0.0%	12%	3%	i
O=C(Nc1cccc(-c2nc3ccccc3o2)c1)C(F)(F)F	-107%	?	?	.	.	-5.9%	-3%	.	i
COc1cccc(N2CC(C(=O)Nc3nnc(SCc4cccnc4)s3)CC2=O)c1 (stereo unspecified)	-9%	-28%	-6%	i	-1.9	0.0%	10%	1%	i
CCOC(=O)c1c(C)oc2nc(C)nc(NCC3CCN(Cc4ccccc4C)CC3)c12	2%	5%	?	.	.	-1.0%	5%	.	i
COC(=O)c1cc(=O)cc(C(=O)OC)o1	-2%	-20%	-16%	i	-1.6	-0.5%	?	0%	i
CCC(=O)Nc1c(C(=O)Nc2cccc(OC)c2)oc2ccccc12	-7%	-4%	15%	i	-2.9	2.6%	-5%	-1%	i
CC(C)(C)OC(=O)C[C@H]1C/C=C\C[C@H](CC(=O)N[C@H](CO)Cc2ccccc2)C(=O)N[C@H](Cc2ccccc2)COC1=O	-11%	-19%	-16%	i	1.2	3.8%	-13%	0%	i
N#CCc1ccc(OC(=O)c2cnccc2C(F)(F)F)cc1	0%	0%	6%	i	-3.8	-0.8%	-5%	-1%	i
Cc1cc(C)nc(Nc2ncc(O)n2-c2ccc(Br)cc2)n1	1%	71%[activator]	11%	i	-1.2	0.1%	0%	-13%	i
CCC(=O)Nc1ccc(C(=O)Nc2cccnc2)cc1	-12%	2%	-12%	i	1.6	0.3%	17%	-5%	i
S=c1[nH]nc(-c2ccc(Cl)cc2)n1/N=C/c1cccs1	-17%	-32%	-1%	i	-1.8	3.5%	-4%	1%	i
CCOc1c2ccccc2nn1CCOC	28%	-3%	11%	i	-2.1	-0.3%	4%	1%	i

Full records from above. Values in the order: HepG2 viability, TGFb inhibitor, Nrf2 inh, pAkt inh, CCT modulator, Nrf2 ARE act, A549 viability, MmCpn inh, ATXN viability
Cc1ccc(Nc2nc3ccccc3s2)c(C)c1 reads -14%, -31%, ?, i, -1.1, 0.0%, 12%, 3%, i
O=C(Nc1ccc(F)cc1F)N1CCCN(CCOc2ccccc2)CC1 reads -1%, -8%, -25%, i, 0.6, -0.1%, -7%, 3%, i
COc1cccc(N2CC(C(=O)Nc3nnc(SCc4cccnc4)s3)CC2=O)c1 (stereo unspecified) reads -9%, -28%, -6%, i, -1.9, 0.0%, 10%, 1%, i

Remaining list, next part.
SMILES	HepG2 viability	TGFb inhibitor	Nrf2 inh	pAkt inh	CCT modulator	Nrf2 ARE act	A549 viability	MmCpn inh	ATXN viability
COc1ccc([C@H]2N[C@]3(CCCN(Cc4ccc(C(F)(F)F)cc4)C3=O)[C@H]3C(=O)N(Cc4ccccc4)C(=O)[C@@H]23)cc1	-27%	-18%	.	i	0.4	-0.7%	.	.	?
CCN(C(=O)COC(=O)c1cc(-c2cccc3ccccc23)nc2ccccc12)C1CCS(=O)(=O)C1 (stereo unspecified)	-30%	-22%	-22%	i	0.0	0.1%	2%	0%	i
CCOc1ccc(C2CC(c3ccccc3C)n3ncnc3N2)cc1 (stereo unspecified)	-9%	3%	-22%	i	-2.2	-0.2%	-9%	3%	i
CCOC(=O)c1ccc(NC(=O)c2c(NCc3ccc(OC)c(OC)c3OC)sc3c2CCC(C)C3)cc1 (stereo unspecified)	-16%	?	.	.	.	4.8%	-11%	.	.
Cc1nnc(NC(=O)c2ccccc2NC(=O)c2ccccc2)s1	-21%	-20%	0%	i	-1.7	2.5%	-6%	1%	i
Cc1nccn1C[C@@H]1CCc2c(c3ccccc3n2C)C1=O	-4%	2%	1%	i	-2.6	-1.4%	-11%	2%	i
COc1ccccc1C(=O)Nc1nc2nc(-c3ccccc3)cc(=O)n2[nH]1	6%&0%	-5%&0%	24%&7%	i	0.6	-0.5%&1.7%	8%&1%	0%	i
C[C@@H](NC(=O)[C@@H]1CCCN1C(=O)[C@@H]1CCCN1)c1ccccc1	.	.	.	i	-2.2	-1.4%	.	.	i
O=C(Cc1cccs1)NC1CCCC1	-39%	-6%	5%	i	0.5	0.0%	0%	1%	i
N/C(=N\OC(=O)c1cccc([N+](=O)[O-])c1)c1ccccn1	-18%	-3%	?	i	-16	?	-10%	2%	i
COc1ccc(C2=NN(C(=O)CCC(=O)O)C(c3ccc([N+](=O)[O-])cc3)C2)cc1 (stereo unspecified)	2%	-21%	-9%	i	0.9	4.0%	-2%	1%	i
Cc1ccc2nc(-c3cccnc3)c(Nc3ccccc3C)n2c1	-29%&-26%	-28%&19%	8%&9%	i	-1.9	-0.3%&-0.7%	2%&-7%	-4%	?
CS(=O)(=O)c1ccc(NC(=O)CCN2C(=O)NC3(CCCC3)C2=O)cc1	-2%	3%	9%	i	0.5	0.2%	-1%	1%	i
CCn1c(SCC(=O)N2CCCc3ccccc32)nc2c1c(=O)n(C)c(=O)n2C	-4%	?	.	.	0.5	-0.7%	-1%	2%	i
O=C(CSc1nnc(SCc2ccccc2)s1)N/N=C/C=C/c1ccco1	3%	0%	12%	i	-2.6	?	-3%	0%	i
COc1ccc(C(=O)N2CCOC2CNC(=O)C(=O)NCCc2ccc(OC)c(OC)c2)cc1 (stereo unspecified)	-14%	-2%	-24%	i	1.9	-1.0%	-4%	1%	i
Cc1ccc(C(=O)C(C)OC(=O)Cc2c[nH]c3ccccc23)cc1 (stereo unspecified)	3%	-2%	1%	i	1.0	3.8%	-1%	-1%	i
CC(OC(=O)CN1C(=O)NC2(CCCCC2C)C1=O)c1ccccc1 (stereo unspecified)	-21%	-12%	-13%	i	0.0	-0.3%	2%	0%	i
Cc1ccc(Cn2c(CNC(=O)c3ccccc3Br)nc3cccnc32)cc1	-13%	-10%	.	.	.	7.1%	-13%	.	.
COc1cccc(OC)c1OCCNC(C)(C)C	13%	0%	2%	i	-2.2	-0.3%	4%	1%	?
O=C(N=C1SC2CS(=O)(=O)CC2N1Cc1ccccc1)C1CC1 (stereo unspecified)	-11%	-4%	.	i	-0.2	-0.1%	.	.	i
COc1cc(C(C)=O)ccc1OCCN1CCC(Cc2ccccc2)CC1	4%	-7%	7%	i	2.5	-0.2%	4%	-4%	i
COc1ccc(NC(=O)CN(C)CC(=O)Nc2ccc(N3CCOCC3)cc2)c([N+](=O)[O-])c1	0%	8%	3%	i	-1.1	2.5%	3%	1%	i
CC(C)(C)OC(=O)N1CCC[C@H]1c1nnc(SC/C=C/c2ccccc2)o1	2%	?	-2%	i	-0.9	1.1%	-7%	-2%	i
CCN(CC1COc2ccccc2O1)C(=S)NCCCN(C)C (stereo unspecified)	-19%	6%	11%	i	0.9	-1.0%	15%	-1%	i
COC(=O)CN(c1ccccc1F)S(=O)(=O)c1ccccc1	0%	3%	7%	i	-3.2	0.3%	1%	?	i
CCc1ccc(CN(Cc2cn[nH]c2-c2ccc(OC)cc2)C(=O)Nc2ccc(C)c(F)c2)cc1	-43%	10µM*	27%	.	.	-2.4%	14%	.	.
CCSc1nnc(NC(=O)c2cc(C)nc3ccccc23)s1	-16%	7%	-24%	i	1.9	2.9%	3%	-1%	i
OC1(c2ccccc2)CC(c2ccccc2)c2ccccc2O1 (stereo unspecified)	22µM*	?	1%	i	-3.2	3.3%	4%	.	i
CCCCN(C(=O)c1ccc(C)cc1)c1c(N)n(CCC)c(=O)[nH]c1=O	9%	23%	3%	i	-3.5	0.4%	6%	-2%	i
COc1ccc(CCNC(=O)C2CCC(C(C)(C)C)CC2)cc1OC (stereo unspecified)	-22%	-30%	-27%	i	3.4	-1.2%	-9%	0%	i
O=C(O)/C=C/C(=O)Nc1ccc(OC(F)(F)F)cc1Br	-56%	-2%	11%	i	-1.0	12%	2%	-2%	i
O=C(NNc1c(F)c(F)cc(F)c1F)C1CCN(S(=O)(=O)c2ccccc2F)CC1	-2%	0%	-8%	i	-1.1	-2.7%	0%	-2%	i
C#CCOCCOCCOCCNc1nc(N2CCN(C(=O)[C@H](C)n3cc(CCC(=O)O)nn3)CC2)nc(N2CCN(C(=O)[C@H](C)n3cc(CCC(=O)O)nn3)CC2)n1	0%	-9%	20%	i	-3.4	-0.4%	-3%	.	i
COc1cccc(C(=O)c2c[nH]c(C(=O)NCc3cccnc3)c2)c1	23%	-27%	?	i	2.4	3.6%	4%	-2%	i
O=C(CNC(=O)Cc1cccc2ccccc12)NCc1ccc(F)cc1	2%	12%	7%	i	0.1	-1.0%	5%	1%	i
